# tim23-1 inh: growth inhibitors of tim23-1 mutant yeast | S. cerevisiae tim23-1 growth, BacTiter-Glo luminescence, 24 h | inhibition, % at 20 µM | 1.3% of 330,000 active | AID 463212;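 active = growth inhibition of the mutant yeast at or above 50%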;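 note: temperature-sensitive mutant grown at 25 °C; plate controls were DMSO-treated mutant yeast for no effect and medium wells lacking yeast for full effect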
# TIM10 inh: inhibits growth of TIM10 yeast strain; AID 463195; S. cerevisiae TIM10 strain growth, BacTiter-Glo luminescence, 24 h; 1.4% of 330,000 active; inhibition, % at 10 µM;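 active = inhibition of 40% or more at the single tested concentration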;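 note: wild-type TIM10 isogenic control strain grown at permissive 25 °C; 0% = DMSO yeast wells and 100% = minimal medium wells without yeast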
# XBP1 UPR activ: activators of adaptive arm of unfolded protein response (XBP1); 0.33% of 330,000 active; activation, % at 20 µM; CHO-XBP1 luciferase reporter, IRE1-XBP1 UPR activation, luminescence; percent of tunicamycin response, DMSO as zero;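 active = versus positive control, 20 µM dose yields 30% or more activation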;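 note: 100% = tunicamycin at 10 µg/mL and 0% = DMSO only wells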
#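 Material: IRE1-XBP1 luciferase reporter CHO line / Quantity: one thousand reporter cells per well / Buffer or medium: F12 with 10% serum / Compound: 20 µM single concentration, DMSO 1% / Times: 6 h treatment, 37 °C / Detection: Steady-Glo luciferase glow luminescence, 10 min after reagent addition / Benchmarks: tunicamycin high, DMSO low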
# Mdm2 MdmX PPI: human Mdm2/MdmX binding inhibition | O15151+Q00987 | 3% of 330,000 active | inhibition, % at 8 µM | SaOS-2 split-luciferase Mdm2/MdmX complementation, luminescence;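 active = inhibition of at least 50% at 8 µM in the primary screen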
# Target sequence (O15151 whole entry, looked up): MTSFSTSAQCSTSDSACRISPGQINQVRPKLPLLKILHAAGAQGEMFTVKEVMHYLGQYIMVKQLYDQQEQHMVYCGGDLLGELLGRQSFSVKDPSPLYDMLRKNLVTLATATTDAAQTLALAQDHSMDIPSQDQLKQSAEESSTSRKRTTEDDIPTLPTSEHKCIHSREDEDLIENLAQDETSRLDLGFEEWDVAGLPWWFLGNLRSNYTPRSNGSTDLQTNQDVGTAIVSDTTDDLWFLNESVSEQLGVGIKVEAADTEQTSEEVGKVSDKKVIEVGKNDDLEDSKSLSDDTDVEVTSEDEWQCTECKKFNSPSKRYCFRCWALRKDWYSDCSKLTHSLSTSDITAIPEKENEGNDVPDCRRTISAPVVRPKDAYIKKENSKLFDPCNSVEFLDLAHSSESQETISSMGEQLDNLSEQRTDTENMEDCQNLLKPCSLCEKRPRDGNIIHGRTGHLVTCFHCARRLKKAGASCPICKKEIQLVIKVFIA
# Target sequence (Q00987 whole entry, looked up): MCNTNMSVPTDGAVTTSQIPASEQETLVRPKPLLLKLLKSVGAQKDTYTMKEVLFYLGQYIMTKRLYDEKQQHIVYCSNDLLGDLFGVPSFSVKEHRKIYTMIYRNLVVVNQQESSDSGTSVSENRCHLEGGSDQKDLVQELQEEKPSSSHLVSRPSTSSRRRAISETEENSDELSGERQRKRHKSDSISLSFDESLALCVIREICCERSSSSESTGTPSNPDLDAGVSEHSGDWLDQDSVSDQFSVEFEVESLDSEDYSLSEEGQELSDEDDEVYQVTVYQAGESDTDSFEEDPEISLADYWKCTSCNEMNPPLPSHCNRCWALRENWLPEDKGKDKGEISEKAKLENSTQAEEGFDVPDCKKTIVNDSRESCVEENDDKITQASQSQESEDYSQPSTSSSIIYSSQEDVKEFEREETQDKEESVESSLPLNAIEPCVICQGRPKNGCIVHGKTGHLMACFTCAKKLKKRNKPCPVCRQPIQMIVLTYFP
# APJ antagonist: antagonists of human APJ apelin receptor; P35414; CHO-K1 APJ beta-arrestin complementation, luminescence; inhibition, % at 20 µM; 0.32% of 330,000 active;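 active = inhibition above about 40% at 20 µM, limit read from the data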;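 note: cells challenged with 10 nM apelin-13 agonist together with compound; plate controls were apelin-13 plus DMSO wells for no effect and DMSO wells lacking apelin-13 for full effect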
# UPR CHOP act: activators of apoptotic arm of unfolded protein response (CHOP) | CHO-CHOP luciferase reporter, UPR activation, luminescence; percent of tunicamycin response over DMSO baseline | activation, % at 10 µM | 0.34% of 330,000 active | AID 449763;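 active = at 10 µM dose, activation of 40% or more, normalized to positive control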;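 note: 100% = tunicamycin at 10 µg/mL and 0% = DMSO alone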
#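 Evaluation: % reporter activation, DMSO baseline versus tunicamycin full activation; System: CHO-CHOP luciferase reporter cell line; Input: 500 cells/well; Incubation: 6 h compound treatment, 37 °C; Measured by: Steady-Glo luciferase luminescence; Dosing: one dose, 10 µM in 0.5% DMSO; Buffer or medium: F12 medium, 10% FBS; Benchmarks: positive tunicamycin 10 µg/mL, negative DMSO alone.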
# tim10-1 inh: inhibits growth of tim10-1 mutant yeast; S. cerevisiae tim10-1 ts strain growth, BacTiter-Glo, 24 h; inhibition, % at 20 µM; 2.2% of 330,000 active; AID 463190;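 active = inhibition of at least 40%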;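 note: mutant grown at 25 °C; 0% = DMSO wells with yeast and 100% = wells holding no yeast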
# CXCR6 inh: CXCR6 (human) receptor inhibition | O00574 | CHO-K1 PathHunter CXCR6 beta-arrestin, luminescence | inhibition, % at 20 µM | 0.36% of 360,000 active; in the data active = inhibition above about 34%, passing the limit was not always enough;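 note: antagonist mode with CXCL16 agonist at 10 nM final; 0% = 10 nM CXCL16 with DMSO and 100% = unstimulated wells without agonist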
# APJ ag: APJ receptor agonism; P35414; CHO-K1 APJ PathHunter beta-arrestin, luminescence; 0% DMSO wells, 100% apelin; activation, % at 20 µM; 0.11% of 330,000 active;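 active = activation more than six SD over the plate average, tested at 20 µM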;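 note: 0% = DMSO alone and 100% = apelin-13 at 10 nM; some results filed as inactive read as strong as hits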
#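 Test system: CHO-K1 APJ beta-arrestin complementation cell line | Compound: Single test compound dose, 20 µM final, 1% DMSO | Incubation: Compound 90 min 25 °C, reagent 1 h | Measured by: beta-gal luminescence | Read-out basis: APJ–arrestin association signal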
# * = called active by the depositor; . = not tested or not shown. Some of the compounds tested; count on the stated rates, not on these rows.
SMILES,tim23-1 inh,TIM10 inh,XBP1 UPR activ,Mdm2 MdmX PPI,APJ antagonist,UPR CHOP act,tim10-1 inh,CXCR6 inh,APJ ag
CN(Cc1ccccc1)c1c([N+](=O)[O-])c(=O)n(C)c2ccccc12,36,-32,3,6,3,1.8,-3,4,1
COc1ccc(N2CCN(C(=O)CSc3nnc(Cn4nnc5ccccc54)n3C)CC2)cc1,-7,0,0,10,1,-1.7,-7,0,2
CC(C)C[C@@H](C(=O)NC1CCN(Cc2ccccc2)CC1)N1C(=O)N2CCc3c([nH]c4ccccc34)[C@@]2(C)C1=O,-9,-3,-1,60*,16,0.5,-5,9,24*
COc1ccc(OCCCC(=O)Nc2ccc(N3CCOCC3)cc2)cc1,3,-14,-1,18,-10,0.4,14,-1,1
CSc1nsc(SC)c1C(N)=O,3,6,2,-12,1,0.0,8,4,-1
O=c1[nH]ncc(N2CCCCC2)c1Cl,6,1,0,11,12,0.1,-6,0,-3
Cc1cc(SCC(=O)N2CCCC2=O)nc2c(C)cccc12,15,18,-2,3,-66,1.1,25,-8,-6
CCOc1ccc(-n2c(SC(C)C(=O)OC)nc3c(c2=O)SCC3)cc1 (configuration not stated),26,24,-4,-12,9,-2.3,11,11,-4
O=C1/C(=C/c2ccc([N+](=O)[O-])cc2)C=C(c2ccccc2)N1c1ccccc1,21,10,-2,15,-24,1.7,30,3,4
CC(C)(C)c1ccc(C(=O)NCCC(=O)N2CCN(c3ncccn3)CC2)cc1,19,1,-1,3,2,0.5,27,-6,-1
CSCCC(NS(=O)(=O)c1ccc(Cl)cc1)C(=O)OCC(=O)N1CCOCC1 (configuration not stated),-6,-13,2,8,10,0.8,4,-7,-15
CCCN1CCc2c(sc(NC(=O)c3ccc(S(=O)(=O)N(C)c4ccccc4)cc3)c2C(N)=O)C1,-19,-5,40*,16,-14,3.1,-12,3,10
CN1C2C=C3C(C#N)=C(N)C(C#N)(C#N)[C@@H](c4ccsc4)[C@@H]3C1CC2 (some centres not stated),0,14,-6,9,-18,-0.3,-6,.,0
CCN(CC(=O)NCc1ccc(F)cc1)C(=O)c1ccc(Cl)cc1,-5,4,-9,8,-1,-0.2,-10,2,-2
Cn1nc(-c2ccccn2)nc2c(=O)n(C)c(=O)nc1-2,13,-8,-7,66*,-32,-5.3,16,7,12
O=S(=O)(N/N=C\c1c(F)cccc1Cl)c1ccc(Cl)cc1,44,18,-1,19,18,-1.7,36,-2,-3
CCOC(=O)c1nnn(-c2nonc2N)c1CSc1ccccc1,42,26,3,19,8,-1.5,27,3,-1
CCS(=O)(=O)N1Cc2ccccc2CC1C(=O)N(C)CC(=O)Nc1ccc(F)c(F)c1F (configuration not stated),3,0,-1,-9,20,-0.7,0,-1,0
C=CCC[C@H](Cc1ccc(F)cc1)C(=O)OC[C@H](Cc1c[nH]c2ccccc12)NC(=O)[C@@H](CC=C)CC(=O)N[C@@H](CO)Cc1ccccc1,-20,-4,14,77*,0,11,2,10,-5
COc1ccccc1C(=O)N1CCN(C2CCN(Cc3ccccc3)CC2)CC1,10,-11,-1,17,-21,-1.3,0,2,21
O=C(Cn1cnc2c(nnn2-c2ccccc2)c1=O)N1CCCc2ccccc21,14,8,-1,-4,1,1.0,9,9,1
Cc1cccc(NC(=O)C(CC(C)C)NC(=O)C2CCC(C)CC2)n1 (configuration not stated),4,18,-1,-18,7,0.5,14,7,-1
Cc1nc(C)c(-c2csc(Nc3cccc(O)c3)n2)s1,24,48*,12,-63,-10,3.9,44*,2,-1
Cc1ccc2oc(C(=O)N(Cc3ccc(N(C)C)cc3)CC3CCCO3)c(C)c2c1 (configuration not stated),37,1,-7,9,-7,3.8,40,-4,-6
COc1cc2c(cc1OC)C(c1cccc([N+](=O)[O-])c1)N(C(=O)c1ccc(F)cc1)CC2 (configuration not stated),31,9,-3,17,6,-2.2,19,6,-4
CNC(=S)N1CCN(CCNC2=CC(=O)CC(C)(C)C2)CC1,-1,1,0,12,-18,0.6,-6,-5,-3
Cc1nn(CC(=O)Nc2cccnc2)c(C)c1[N+](=O)[O-],2,-10,-2,-7,10,1.5,6,-7,-1
Cn1nnnc1SCC(=O)Nc1nc(-c2ccccc2)c(-c2ccccc2)o1,13,11,-4,9,-29,0.5,17,11,2
CC(Sc1nccn1C)C(=O)NC1(C#N)CCCCC1 (configuration not stated),0,6,-1,-2,-13,-1.3,-5,-10,0
Cc1ccc(Cn2cccc(NS(C)(=O)=O)c2=O)cc1,-3,-1,-3,-1,15,0.8,-13,-2,0
Cc1nnc(NCCc2ccccc2)c2ccccc12,4,20,0,-68,25,7.5,0,6,-1
Cc1c(Cl)c([N+](=O)[O-])nn1CCCC(=O)Nc1cc(Oc2ccccc2)cc([N+](=O)[O-])c1,21,20,-1,-1,8,0.5,13,-3,5
CCCCCC(=O)N/N=C/c1cc(Br)c(O)c(OC)c1,12,0,-1,-13,10,1.1,14,-5,-4
COc1ccc(C(C)=O)cc1COC(=O)c1cc2ccccc2cc1O,4,11,4,30,19,-0.8,-9,7,-4
CCCN(C(=O)c1ccco1)c1nnc(-c2cccc(C)c2)s1,5,-12,4,-24,2,3.7,9,12,-3
COC(=O)c1ccc(C(C(=O)NC2CCCCC2)N(Cc2ccc(F)cc2)C(=O)Cc2cccs2)cc1 (configuration not stated),8,-6,-1,15,-7,0.5,15,11,-3
COc1ccc(C(=O)Nc2nnc(S(=O)(=O)Cc3ccccc3)s2)cc1,-4,-3,-5,16,16,0.6,4,8,0
Cc1ccc(-c2ccc(=O)n(CCC(=O)N3CCN(c4cccc(C)c4)C(C)C3)n2)cc1 (configuration not stated),21,20,5,18,13,1.5,18,6,0
CCOC(=O)c1cnc2cc(C)ccn2c1=O,3,-6,0,-7,-24,4.8,6,7,-2
Cc1ccc(C)c(NC(=O)C(c2ccccc2)N2CCN(CC(=O)N3CCOCC3)CC2)c1 (configuration not stated),0,4,-3,-7,2,0.3,-2,8,-2
Cc1nc2ccccn2c1-c1ccnc(SCc2ccc(Cl)cc2)n1,5,4,-2,49,0,11,16,-2,1
O=C(NN1CCOCC1)c1ccc([N+](=O)[O-])cc1,22,8,-8,-4,10,-1.2,15,-8,1
Cc1ccc(S(=O)(=O)N2CCOCC2)cc1NC(=O)COC(=O)c1cc[n+]([O-])cc1,7,4,0,-14,-8,0.4,-13,-7,-4
CN(C)CCNc1ccc(-c2nn(C)c(=O)c3ccccc23)cc1[N+](=O)[O-],-3,8,-1,53*,19,-1.6,14,2,-1
CCCn1c(C(C)Nc2nc(-c3ccc(C)cc3)cs2)nc2cc(Cl)c(Cl)cc21 (configuration not stated),9,12,-1,-3,14,-1.2,16,6,-2
CCCCC1(C)NC(=O)N(CC(=O)N2CCc3ccccc32)C1=O (configuration not stated),-1,-7,1,3,-1,-0.5,-18,1,1
Cc1nn(-c2ccccc2Cl)c(Cl)c1/C=C(\C#N)C(N)=O,40,25,-3,14,-19,1.1,14,-4,7
CCOC(=O)c1c(NC(=O)C(=O)N/N=C/c2ccccc2OC)sc2c1CCCCC2,24,14,1,9,-7,3.0,23,0,0
Cc1ccc(CNC(=O)c2ccc(Cn3cc(-c4ccc(C)cc4)nc3-c3ccncc3)cc2)cc1,-11,0,1,-25,-3,4.7,-7,-3,2
O=C(NC1CCCCCC1)c1cccnc1Sc1ccc(Cl)cc1,15,0,-2,14,7,-0.1,17,15,-1
# Going on with the list:
SMILES,tim23-1 inh,TIM10 inh,XBP1 UPR activ,Mdm2 MdmX PPI,APJ antagonist,UPR CHOP act,tim10-1 inh,CXCR6 inh,APJ ag
COCCNC(=O)CCC1CCN(Cc2ccc(-c3ccccc3)cc2)CC1,2,8,-2,-4,-2,-0.5,-10,0,1
COCc1nnc(NC(=O)c2ccccc2Oc2ccccc2)s1,15,32,-1,4,8,2.3,22,2,1
COc1ccccc1CNC(=O)c1[nH]c(C)c(C(C)=O)c1C,5,2,0,10,18,1.5,23,2,0
Cc1cn(C2OC(COC(=O)c3ccccc3)C(OC(=O)c3ccccc3)C2OC(=O)c2ccccc2)c(=O)[nH]c1=O (configuration not stated),14,23,2,40,-3,1.7,11,2,-1
O=C(CSc1nnc(-c2ccccc2O)n1Cc1ccccc1)NNC(=O)c1ccccc1O,3,-19,-2,32,5,0.0,6,-4,-4
C=CCSc1nsc(NC(=O)Nc2cccc(C(C)=O)c2)n1,-3,-3,-3,94*,-1,3.4,-3,-4,1
Cc1ccc2[nH]c(=O)c3cc(C(=O)N(C)c4ccccc4C)sc3c2c1,-7,11,5,43,11,-0.9,6,7,0
CCCCn1nc(NS(=O)(=O)c2cccc3nonc23)c2cc3cccc(C)c3nc21,28,14,-5,3,22,-0.5,16,10,-1
Cc1cc(=O)n2[nH]c(NCc3ccccc3F)nc2n1,-2,6,3,-3,-10,0.4,-5,4,-3
CC(=O)c1ccc(NC(=S)Nc2ccc3[nH]c(=O)[nH]c3c2)cc1,-7,11,-2,18,15,0.9,15,-3,-2

# Already shown: three of the compounds above.
SMILES,tim23-1 inh,TIM10 inh,XBP1 UPR activ,Mdm2 MdmX PPI,APJ antagonist,UPR CHOP act,tim10-1 inh,CXCR6 inh,APJ ag
CCCCn1nc(NS(=O)(=O)c2cccc3nonc23)c2cc3cccc(C)c3nc21,28,14,-5,3,22,-0.5,16,10,-1
Cc1cc(=O)n2[nH]c(NCc3ccccc3F)nc2n1,-2,6,3,-3,-10,0.4,-5,4,-3
CC(=O)c1ccc(NC(=S)Nc2ccc3[nH]c(=O)[nH]c3c2)cc1,-7,11,-2,18,15,0.9,15,-3,-2

# Remaining list, next part.
SMILES,tim23-1 inh,TIM10 inh,XBP1 UPR activ,Mdm2 MdmX PPI,APJ antagonist,UPR CHOP act,tim10-1 inh,CXCR6 inh,APJ ag
Cc1ccc(-c2cc(C(=O)O)c3sc(N4CCCCC4)nc3n2)cc1,16,0,-1,14,-3,0.6,19,-11,2
CCOC(=O)C1CCN(C(=O)CCS(=O)(=O)Cc2ccccc2)CC1,8,0,-4,4,-6,-1.0,15,-6,1
CC(c1nccs1)N(C)C(=O)c1ccc(OC2CCN(CCc3ccccc3)CC2)cc1 (configuration not stated),-7,7,-3,30,13,1.1,-13,0,1
Cc1ccc(C(=O)N2CCN(Cc3nc4sc5c(c4c(=O)[nH]3)CCCC5)CC2)cc1,25,14,-4,14,4,3.1,3,0,-1
COc1cccc(C2(O)CCN(C(=O)C(C)C)CC2)c1,6,10,-2,-14,11,-0.8,-11,-4,-4
Cc1nc(SCC(=O)NC2CCCCC2)[nH]c(=O)c1C,1,-3,1,3,22,-0.6,-16,1,-4
COc1cccc(OC)c1C(=O)N1CCN(C(=O)c2ccc(-c3ccccc3)cc2)CC1,-2,8,0,10,-3,1.4,0,2,0
CC(C)[C@H]1COCCS(=O)(=O)N1Cc1cccc(Cl)c1,24,21,-1,-12,3,1.4,20,4,-2
CCN(CC)CCNS(=O)(=O)c1ccc2c3c(cccc13)C(=O)N2,11,-2,-3,0,9,0.6,2,5,-1
COc1ccc(N2CCN(C(=O)c3cc(=O)[nH]c4ccccc34)CC2)cc1,9,8,3,6,-6,0.3,6,-4,2

# Screening data deposited in PubChem by Sanford-Burnham Center for Chemical Genomics.
